Compound activity deposited in PubChem BioAssay by Johns Hopkins Ion Channel Center.
KCNK9 block = inhibitors of human KCNK9 two-pore domain potassium channel. B-score at 10 µM. AID 488922. Q9NPC2. hit rate 1.2% among 310,000. HEK293 KCNK9, FluxOR thallium flux fluorescence; active compounds read low;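 active means ratio B-score over 3 SD below the library mean, with starting fluorescence within 5 SD of its mean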;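 further: negative B-score means less thallium flux so channel inhibition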
Target sequence (Q9NPC2 whole entry, looked up, the tested form may be a part): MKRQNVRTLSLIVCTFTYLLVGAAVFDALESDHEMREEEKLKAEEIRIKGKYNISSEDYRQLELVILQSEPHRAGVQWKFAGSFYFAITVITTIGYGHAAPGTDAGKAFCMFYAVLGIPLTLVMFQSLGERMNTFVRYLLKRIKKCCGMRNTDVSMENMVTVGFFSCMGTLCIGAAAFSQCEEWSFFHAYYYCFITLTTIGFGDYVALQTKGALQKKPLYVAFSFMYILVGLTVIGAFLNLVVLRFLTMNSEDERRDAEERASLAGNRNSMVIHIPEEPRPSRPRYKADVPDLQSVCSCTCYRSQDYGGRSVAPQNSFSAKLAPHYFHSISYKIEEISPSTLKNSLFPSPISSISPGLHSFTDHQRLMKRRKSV
KCNQ1 inh = blocks the human KCNQ1 potassium channel. P51787. CHO-K1 KCNQ1, FluxOR thallium flux fluorescence; active compounds read high. B-score at 10 µM. hit rate 1.3% among 310,000. AID 2642;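 active means compounds whose thallium flux B-score, printed positive for inhibition, exceeds three library SD while starting fluorescence stays within three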;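 further: channel opened by potassium depolarization with thallium stimulus after 20 min compound exposure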
hERG rescue = compounds protecting human hERG from proarrhythmic drug block; CHO-hERG, FluxOR thallium flux, dofetilide IC70 present; hit rate 0.51% among 310,000; Q12809; activation (rescue from dofetilide block), less the hit threshold, % at 10 µM;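 active means activation above the mean of controls blocked by dofetilide plus 5 SD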;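 further: thallium influx through hERG after potassium depolarization seen as dye fluorescence rise; in these data hits start at about 4.7%; inactives centre near -7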
TMEM16A inh = blocks the mouse calcium-activated chloride channel TMEM16A; HEK293 TMEM16A/YFP iodide influx fluorescence, ionomycin; Q8BHY3; AID 588511; normalized B-score (activity score, 25-100; higher = stronger inhibition) at 10 µM; hit rate 1.2% among 310,000;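 active means ratio plate-corrected score three or more library SD toward inhibition, starting fluorescence score within five deviations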;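 further: score derived from kinetic fluorescence span divided by baseline fluorescence per well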
RGS4 block = inhibitors of human RGS4; B-score at 10 µM; hit rate 0.45% among 310,000; P49798; HEK293 M3R/RGS4 inducible, Fluo-4 calcium flux; active compounds read high; triggered by carbachol at its EC20;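 active means B-score, a plate-corrected calcium signal, over three deviations above library mean, with baseline fluorescence within five deviations of library mean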;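 further: RGS4 expression induced by doxycycline in cells with stable M3 receptor; B-score is computed from the integrated fluorescence ratio over baseline after carbachol; higher B-score means a larger calcium signal and so more RGS4 inhibition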
Target sequence (P49798 whole entry, looked up): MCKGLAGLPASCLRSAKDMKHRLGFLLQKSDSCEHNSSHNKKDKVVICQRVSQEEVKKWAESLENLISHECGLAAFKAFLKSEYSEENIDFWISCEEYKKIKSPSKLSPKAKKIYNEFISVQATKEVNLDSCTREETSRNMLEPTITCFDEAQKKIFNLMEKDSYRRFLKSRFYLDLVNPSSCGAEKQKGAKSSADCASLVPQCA
TMEM16A act = activates or potentiates the mouse TMEM16A chloride channel; Q8BHY3; HEK293 TMEM16A/YFP-H148Q/I152L, iodide quench fluorescence; active compounds read low; B-score at 10 µM; hit rate 0.3% among 340,000;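 active means fluorescence-ratio B-score plate-corrected deviation score at least 3 library SD below zero, with starting fluorescence score within 5 deviations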;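 further: channel opened by trigger with iodide after compound preincubation; score built on the fluorescence ratio of max minus min over baseline; more negative score means more quench and so TMEM16A activation or potentiation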
MrgX1 ag = agonists of human MrgX1 receptor. Q96LB2. MrgX1-HEK293 cells, Fluo-4 calcium fluorescence, agonist mode; active compounds read high. B-score at 10 µM. hit rate 0.44% among 310,000;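 active means calcium response B-score plate-corrected fluorescence ratio at least 3 library SD, with starting fluorescence B-score inside 5 SD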
Target sequence (Q96LB2 whole entry, looked up): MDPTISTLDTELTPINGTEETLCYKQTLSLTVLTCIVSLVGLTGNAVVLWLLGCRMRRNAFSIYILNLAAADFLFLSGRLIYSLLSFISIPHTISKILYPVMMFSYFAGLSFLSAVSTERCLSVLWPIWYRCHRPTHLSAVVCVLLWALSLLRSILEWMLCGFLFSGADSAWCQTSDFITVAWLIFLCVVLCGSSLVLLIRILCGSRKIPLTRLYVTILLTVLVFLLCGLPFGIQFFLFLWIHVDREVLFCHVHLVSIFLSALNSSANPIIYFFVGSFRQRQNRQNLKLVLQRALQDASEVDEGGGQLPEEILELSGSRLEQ
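Assay system: stable human MrgX1 HEK293 cell line. Quantity: 15,000 cells per well. Schedule: cells plated overnight, dye loaded 0.5 h 37 °C, 0.5 h room temperature. Detection: Fluo-4 NW calcium-flux fluorescence, kinetic read. Read-out basis: peak-minus-minimum fluorescence over baseline, converted to B scores. Control set: positive and negative control wells on each plate.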
KCNK3 inh = human KCNK3 channel inhibition, primary screen | AID 602410 | O14649 | B-score at 10 µM | CHO-KCNK3 thallium flux, FluxOR fluorescence; active compounds read low | hit rate 0.84% among 340,000;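 active means B-score under library mean minus 4 SD, starting fluorescence ratio at most library mean plus 5 SD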;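 further: more negative B-score means stronger inhibition of thallium flux through KCNK3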
KCNQ1 pot = potentiates or activates the human KCNQ1 potassium channel | P51787 | hit rate 0.35% among 310,000 | CHO-K1 KCNQ1, thallium flux FluxOR fluorescence; active compounds read high | B-score at 10 µM;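 active means fluorescence ratio B-score, a plate-corrected score, at least three library SD, with initial intensity B-score within 5 SD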
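Medium – assay buffer, equal DMSO in all wells · Material – CHO-K1 cell line with stable KCNQ1 potassium channel expression · Signal – kinetic FluxOR thallium fluorescence, 10-s 1-Hz baseline, 110-s post-stimulus read · Compound – single concentration per compound, DMSO matched to controls · Schedule – 37 °C overnight plating, 90-min dark dye load, 20-min compound pretreatment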
RGS4 act = potentiators or activators of RGS4; HEK293 M3R/inducible RGS4, carbachol calcium flux Fluo4; active compounds read low; B-score at 10 µM; hit rate 0.92% among 310,000; AID 463111;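 active means B-score of the integrated calcium signal more than 4 SD below the library mean, with starting fluorescence not abnormally high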;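 further: negative B-score means reduced calcium response which marks RGS4 activation or potentiation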
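Detection: kinetic calcium fluorescence imaging with Fluo4-AM dye, 2 µM / Material: HEK293 cells with stable M3R and inducible RGS4 / Schedule: recording 10 s baseline at 1 Hz, 100 s post-agonist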
MrgX1 PAM = allosterically activates human MrgX1 receptor signaling; MrgX1-HEK293, Fluo-4 calcium flux, FDSS; active compounds read high; hit rate 0.63% among 310,000; B-score at 10 µM; Q96LB2;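 active means plate-corrected calcium response at least 3 library SD above typical, normal starting fluorescence, not activating the receptor alone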;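 further: compound read alongside a low EC10 to EC30 dose of BAM8-22 agonist; peak minus trough fluorescence over baseline measured at the second addition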
* hit, by the source's call.

`O=C(Nc1nc2ccccc2s1)c1cc2c(s1)-c1ccccc1OC2` gave KCNK9 block inactive, KCNQ1 inh inactive, hERG rescue -4, TMEM16A inh inactive, RGS4 block inactive, TMEM16A act inactive, MrgX1 ag inactive, KCNK3 inh inactive, KCNQ1 pot inactive, RGS4 act inactive and MrgX1 PAM inactive.
For COc1ccc(NC(=O)/C(C#N)=C\c2cc(OC)c(OCc3ccc(C(=O)O)cc3)cc2Br)cc1 the results were KCNK9 block inactive, KCNQ1 inh inactive, hERG rescue -11, TMEM16A inh inactive, RGS4 block inactive, TMEM16A act inactive, MrgX1 ag inactive, KCNK3 inh inactive, KCNQ1 pot inactive, RGS4 act inactive and MrgX1 PAM inactive.
For CCn1c(SCC(=O)Nc2nc3c(s2)CCCC3)nnc1-c1ccccc1 the results were KCNK9 block inactive, KCNQ1 inh inactive, hERG rescue -18, TMEM16A inh inactive, RGS4 block inactive, TMEM16A act inactive, MrgX1 ag inactive, KCNK3 inh inactive, KCNQ1 pot inactive, RGS4 act inactive and MrgX1 PAM inactive.
Screening O=C(Cn1cnc([N+](=O)[O-])n1)NC1CC1 returned KCNK9 block inactive, KCNQ1 inh inactive, hERG rescue -17, TMEM16A inh inactive, RGS4 block inactive, TMEM16A act inactive, MrgX1 ag inactive, KCNK3 inh inactive, KCNQ1 pot inactive, RGS4 act inactive and MrgX1 PAM inactive.
Screening Cc1ccc(/C(O)=C2\C(=O)C(=O)N(CCc3c[nH]c4ccccc34)C2c2cccnc2)cc1 (centres undefined) returned KCNK9 block inactive, KCNQ1 inh inactive, hERG rescue -7, TMEM16A inh inactive, RGS4 block inactive, TMEM16A act inactive, MrgX1 ag inactive, KCNK3 inh inactive, KCNQ1 pot inactive, RGS4 act inactive and MrgX1 PAM inactive.
Cc1[nH]c2ccc(C(C)C)cc2c1CC(=O)O was read as KCNK9 block inactive, KCNQ1 inh inactive, hERG rescue -10, TMEM16A inh inactive, RGS4 block inactive, TMEM16A act inactive, MrgX1 ag inactive, KCNK3 inh inactive, KCNQ1 pot inactive, RGS4 act inactive and MrgX1 PAM inactive.
For Cc1ccc2nnc(Cl)n2n1 the results were KCNK9 block inactive, KCNQ1 inh inactive, hERG rescue -5, TMEM16A inh inactive, RGS4 block inactive, TMEM16A act inactive, MrgX1 ag inactive, KCNK3 inh inactive, KCNQ1 pot inactive, RGS4 act inactive and MrgX1 PAM inactive.
For CCC1Sc2ccc(S(=O)(=O)Nc3ccc(OC)c(OC)c3)cc2NC1=O (centres undefined) the results were KCNK9 block inactive, KCNQ1 inh 7*, hERG rescue -10, TMEM16A inh inactive, RGS4 block inactive, TMEM16A act inactive, MrgX1 ag inactive, KCNK3 inh inactive, KCNQ1 pot inactive, RGS4 act inactive and MrgX1 PAM inactive.
CC(=O)Oc1ccc(N(C(C)=O)S(=O)(=O)c2cc([N+](=O)[O-])ccc2C)cc1 was read as KCNK9 block inactive, KCNQ1 inh inactive, hERG rescue -10, TMEM16A inh inactive, RGS4 block inactive, TMEM16A act inactive, MrgX1 ag inactive, KCNK3 inh inactive, KCNQ1 pot inactive, RGS4 act inactive and MrgX1 PAM inactive.
CCN(C(=O)COC(=O)CCC(=O)c1cccs1)c1c(N)n(Cc2ccccc2)c(=O)[nH]c1=O was read as KCNK9 block inactive, KCNQ1 inh inactive, hERG rescue -9, TMEM16A inh inactive, RGS4 block inactive, TMEM16A act inactive, MrgX1 ag inactive, KCNK3 inh inactive, KCNQ1 pot inactive, RGS4 act inactive and MrgX1 PAM inactive.
CCOC(=O)Cc1csc(NC(=S)NC(=O)CC(C)C)n1 was read as KCNK9 block inactive, KCNQ1 inh inactive, hERG rescue -10, TMEM16A inh inactive, RGS4 block inactive, TMEM16A act inactive, MrgX1 ag inactive, KCNK3 inh inactive, KCNQ1 pot inactive, RGS4 act inactive and MrgX1 PAM inactive.
Screening CCOC(=O)c1ccc(NC(=O)COc2ccc(S(=O)(=O)NC(C)C)cc2)cc1 returned KCNK9 block inactive, KCNQ1 inh inactive, hERG rescue -3, TMEM16A inh inactive, RGS4 block inactive, TMEM16A act inactive, MrgX1 ag inactive, KCNK3 inh inactive, KCNQ1 pot inactive, RGS4 act inactive and MrgX1 PAM inactive.
Screening COc1cc(C(=O)N2CCN(S(=O)(=O)c3ccc(F)cc3)CC2)cc(OC)c1OC returned KCNK9 block inactive, KCNQ1 inh inactive, hERG rescue -16, TMEM16A inh inactive, RGS4 block inactive, TMEM16A act inactive, MrgX1 ag inactive, KCNK3 inh inactive, KCNQ1 pot inactive, RGS4 act inactive and MrgX1 PAM inactive.
`Cc1ccc(C(=O)NCCc2nnc3ccc(SCC(=O)Nc4cc(C)on4)nn23)cc1` gave KCNK9 block inactive, KCNQ1 inh inactive, hERG rescue -11, TMEM16A inh inactive, RGS4 block inactive, TMEM16A act inactive, MrgX1 ag inactive, KCNK3 inh inactive, KCNQ1 pot inactive, RGS4 act inactive and MrgX1 PAM inactive.
Screening O=C(CCNS(=O)(=O)c1ccccc1)N1CCN(c2ccccc2F)CC1 returned KCNK9 block inactive, KCNQ1 inh inactive, hERG rescue -5, TMEM16A inh inactive, RGS4 block inactive, TMEM16A act inactive, MrgX1 ag inactive, KCNK3 inh inactive, KCNQ1 pot inactive, RGS4 act inactive and MrgX1 PAM inactive.
CSc1cccc(NS(=O)(=O)c2ccccc2)c1 was read as KCNK9 block inactive, KCNQ1 inh inactive, hERG rescue -5, TMEM16A inh inactive, RGS4 block inactive, TMEM16A act inactive, MrgX1 ag inactive, KCNK3 inh inactive, KCNQ1 pot inactive, RGS4 act inactive and MrgX1 PAM inactive.
Screening Cc1cccc(OCC(=O)N(Cc2cccs2)C2CCS(=O)(=O)C2)c1C (centres undefined) returned KCNK9 block inactive, KCNQ1 inh inactive, hERG rescue -11, TMEM16A inh inactive, RGS4 block inactive, TMEM16A act inactive, MrgX1 ag inactive, KCNK3 inh inactive, KCNQ1 pot inactive, RGS4 act inactive and MrgX1 PAM inactive.
O=C(COc1ccc(S(=O)(=O)N2CCCCC2)cc1)NCc1cccnc1 was read as KCNK9 block inactive, KCNQ1 inh inactive, hERG rescue -13, TMEM16A inh inactive, RGS4 block inactive, TMEM16A act inactive, MrgX1 ag inactive, KCNK3 inh inactive, KCNQ1 pot inactive, RGS4 act inactive and MrgX1 PAM inactive.
Screening CCC1CCCCN1C(=O)CSc1nc2c([nH]c3ccccc32)c(=O)n1C (centres undefined) returned KCNK9 block inactive, KCNQ1 inh inactive, hERG rescue -2, TMEM16A inh inactive, RGS4 block inactive, TMEM16A act inactive, MrgX1 ag inactive, KCNK3 inh inactive, KCNQ1 pot inactive, RGS4 act inactive and MrgX1 PAM inactive.
Screening COc1ccc(COc2ccsc2C(=O)Nc2ccc(Cl)cc2)cc1 returned KCNK9 block -9*, KCNQ1 inh inactive, hERG rescue -11, TMEM16A inh inactive, RGS4 block inactive, TMEM16A act inactive, MrgX1 ag inactive, KCNK3 inh inactive, KCNQ1 pot inactive, RGS4 act inactive and MrgX1 PAM inactive.
Cc1cccc(OCCCC(=O)Nc2ccc(S(=O)(=O)Nc3ncccn3)cc2)c1C was read as KCNK9 block inactive, KCNQ1 inh inactive, hERG rescue -15, TMEM16A inh inactive, RGS4 block inactive, TMEM16A act inactive, MrgX1 ag inactive, KCNK3 inh inactive, KCNQ1 pot inactive, RGS4 act inactive and MrgX1 PAM inactive.
O=C(Cn1cccc1C(=O)c1ccccc1)NCCN1CCOCC1 was read as KCNK9 block inactive, KCNQ1 inh inactive, hERG rescue -5, TMEM16A inh inactive, RGS4 block inactive, TMEM16A act inactive, MrgX1 ag inactive, KCNK3 inh inactive, KCNQ1 pot inactive, RGS4 act inactive and MrgX1 PAM inactive.
For COC(=O)C1=C(O)/C(=C\c2ccc(O)c(OC)c2)N=C1C the results were KCNK9 block inactive, KCNQ1 inh inactive, hERG rescue -4, TMEM16A inh inactive, RGS4 block inactive, TMEM16A act inactive, MrgX1 ag inactive, KCNK3 inh inactive, KCNQ1 pot inactive, RGS4 act inactive and MrgX1 PAM inactive.
For CC1Cc2cc(/C(O)=C3/C(=O)C(=O)N(CCCn4ccnc4)C3c3ccc(Br)cc3)ccc2O1 (centres undefined) the results were KCNK9 block inactive, KCNQ1 inh inactive, hERG rescue -3, TMEM16A inh inactive, RGS4 block inactive, TMEM16A act inactive, MrgX1 ag inactive, KCNK3 inh inactive, KCNQ1 pot inactive, RGS4 act inactive and MrgX1 PAM inactive.
CCCCNC(=S)N(CCCN(C)C)Cc1cc2cc3c(cc2[nH]c1=O)OCO3 was read as KCNK9 block inactive, KCNQ1 inh inactive, hERG rescue -9, TMEM16A inh inactive, RGS4 block inactive, TMEM16A act inactive, MrgX1 ag inactive, KCNK3 inh inactive, KCNQ1 pot inactive, RGS4 act inactive and MrgX1 PAM inactive.
For CC(=O)c1c(C)nc2ccccc2c1N the results were KCNK9 block inactive, KCNQ1 inh inactive, hERG rescue -9, TMEM16A inh inactive, RGS4 block inactive, TMEM16A act inactive, MrgX1 ag inactive, KCNK3 inh inactive, KCNQ1 pot inactive, RGS4 act inactive and MrgX1 PAM inactive.
For Cc1ccc(C)c(NC(=O)CSc2nc(=O)n(CCN3CCOCC3)c3c2CCCC3)c1 the results were KCNK9 block inactive, KCNQ1 inh inactive, hERG rescue -16, TMEM16A inh inactive, RGS4 block inactive, TMEM16A act inactive, MrgX1 ag inactive, KCNK3 inh inactive, KCNQ1 pot inactive, RGS4 act inactive and MrgX1 PAM inactive.

Random draw from the library; 6.3% or so of the library scored in one or more.
